High-throughput results as filed in PubChem.
C diff growth: C. difficile growth inhibitors, primary screen, HTS. Clostridium difficile clinical isolate growth, OD600, 24 h; stronger effect = lower value. growth activity, negative = inhibition, % at 16 µg/mL (by protocol). 86,000 tested, 0.25% active;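 active = mean growth activity at or below -80% and every replicate also at or below -80%; inconclusive = mean at or below -80% but some replicate above -80%; inactive = mean growth activity above -80%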;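 note: 0% = DMSO wells and -100% = levofloxacin 16 µg/mL wells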
T cruzi growth: T. cruzi intracellular proliferation inhibitors, primary screen, cell-based, beta-gal Tulahuen parasites, NIH3T3 host, luminescence; 77,000 tested, 5.9% active; inhibition, % at 8.34 µM; AID 624255, 2012; T. cruzi beta-gal in NIH3T3, GalScreen luminescence, 90 h;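 active = mean inhibition above about 93%, with at least 55% of replicates each passing it, limit read from the data, passing the limit was not always enough; inconclusive = only one of those two conditions holds; inactive = neither condition holds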
GASC1 inh: inhibitors of GASC-1 (KDM4C) histone demethylase, primary screen, biochemical, single concentration HTS | 96,000 tested, 0.15% active | Lysine-specific demethylase 4C (Homo sapiens), Q9H3R0 | GST-KDM4C 2-372, H3K9me3 peptide, LANCE TR-FRET | inhibition, % at 12.5 µM;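 active = mean replicate inhibition above about 25%, with at least 55% of replicates also reaching it, limit read from the data, passing the limit was not always enough; inconclusive = only one of those two conditions met; inactive = neither condition met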
Target sequence (Q9H3R0 2-372 limits assumed): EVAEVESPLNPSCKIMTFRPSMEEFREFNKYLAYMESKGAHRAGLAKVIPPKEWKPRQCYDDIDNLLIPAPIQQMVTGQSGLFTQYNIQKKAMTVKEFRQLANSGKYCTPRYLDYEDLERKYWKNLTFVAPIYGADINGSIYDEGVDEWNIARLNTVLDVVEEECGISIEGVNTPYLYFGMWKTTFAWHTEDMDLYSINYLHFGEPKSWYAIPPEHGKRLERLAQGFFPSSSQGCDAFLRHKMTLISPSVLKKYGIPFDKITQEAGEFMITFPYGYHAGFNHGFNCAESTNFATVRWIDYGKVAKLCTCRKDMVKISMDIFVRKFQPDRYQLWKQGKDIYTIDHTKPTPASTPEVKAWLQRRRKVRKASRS
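Material: GST-tagged GASC-1 (JMJD2C) catalytic fragment, aa 2-372. Input: enzyme final amount 10 nM. Medium: HEPES buffer, pH 7.5, plus ascorbate. Reagent: H3K9me3 peptide substrate, Fe(II), 2-oxoglutarate. Doses: single dose. Times: reaction 30 min RT, detection step 1 h RT. Measured by: LANCE TR-FRET. Evaluation: Fall in 671/618 emission ratio as inhibition.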
Pf Dd2 inh: P. falciparum Dd2 growth inhibitors, primary screen, SYBR Green fluorescence, single dose replicates. 72 h; stronger effect = lower value. 94,000 tested, 2.3% active. activity change, % at 10 µM. AID 1159554, 2015; in the data active = activity change below about -80%; inconclusive = no clear call, values can overlap the other calls
Numbers without * were called inactive; ? = inconclusive; . = no result given; & = joins results of further samples.

smiles	GASC1 inh	C diff growth	Pf Dd2 inh	T cruzi growth
CCS(=O)(=O)Nc1ccc2c(c1)C(=O)N(C)[C@H]1CC[C@@H](CC(=O)N3CCOCC3)O[C@@H]1CO2	2.0	-2.3	-2.8	-8.3
C[C@H](CO)N1C[C@H](C)[C@@H](CN(C)C(=O)C2CC2)OCc2ccccc2-c2ccccc2C1=O	0.8	-8.2	72.1	-20.8
CN1CCN(C(=O)C[C@@H]2C[C@@H]3c4cc(NC(=O)Nc5ccccc5)ccc4O[C@@H]3[C@H](CO)O2)CC1	-2.8	0.5	-26.7	-13.8
C[C@H]1CCCCO[C@@H](CN(C)C)[C@@H](C)CN([C@@H](C)CO)C(=O)c2cc(NC(=O)NC3CCCCC3)ccc2O1	0.1	2.9	-2.3	-5.3
COc1ccc(NC(=O)N(C)C[C@H]2OCc3cnnn3CCCC(=O)N([C@H](C)CO)C[C@H]2C)cc1	2.0	-3.0	-7.2	-37.4
COc1ccc(CN(C)C[C@@H]2OCCCC[C@@H](C)Oc3ccc(NC(=O)C4CCCCC4)cc3C(=O)N([C@H](C)CO)C[C@@H]2C)cc1	-1.3	4.0	-26.0	65.9
C[C@H](CO)N1C[C@H](C)[C@@H](CN(C)S(=O)(=O)c2cn(C)cn2)Oc2ccc(NC(=O)C3CCCCC3)cc2C1=O	0.0	-5.4	29.7	-19.4
C[C@H]1CN([C@@H](C)CO)C(=O)Cc2cc(NC(=O)NC3CCCCC3)ccc2O[C@@H]1CN(C)C(=O)Nc1cccc2ccccc12	3.6	-8.0	8.9	20.5
C[C@H](CO)N1C[C@H](C)[C@@H](CN(C)S(=O)(=O)c2ccccc2)Oc2ncc(-c3ccncc3)cc2C1=O	-0.6	-3.4	-67.2	2.9
C[C@@H]1CN([C@H](C)CO)C(=O)c2cc(NC(=O)Nc3ccc(F)cc3)ccc2O[C@@H](C)CCCCO[C@@H]1CN(C)S(=O)(=O)c1cn(C)cn1	0.6	.	-32.7	9.8
CCC(=O)Nc1ccc2c(c1)OC[C@H](C)N(CCc1ccccc1)C[C@@H](C)[C@H](OC)CN(C)C2=O	2.5	.	-46.0	33.9
C[C@@H]1CN([C@@H](C)CO)C(=O)c2cc(NS(=O)(=O)c3ccc(F)cc3)ccc2O[C@@H](C)CCCCO[C@H]1CN(C)S(=O)(=O)c1ccccc1	-0.8	-8.7	-52.7	0.2
C[C@@H]1CN([C@H](C)CO)C(=O)c2cc(N(C)C)ccc2O[C@@H]1CN(C)CC1CCCCC1	-0.6	1.0	-8.0	-19.6
Cc1ccc(S(=O)(=O)Nc2ccc3c(c2)C(=O)N([C@H](C)CO)C[C@H](C)[C@H](CN(C)S(=O)(=O)c2ccccc2)OCCCC[C@@H](C)O3)cc1	-1.6	-3.4	-34.4	44.6
COc1ccc(S(=O)(=O)N(C)C[C@@H]2Oc3ccc(NS(=O)(=O)c4ccc(F)cc4)cc3C(=O)N([C@@H](C)CO)C[C@H]2C)cc1	2.9	-10.8	-25.1	29.2
C[C@H]1CN([C@@H](C)CO)C(=O)c2cc(NC(=O)CCCCCC(=O)Nc3ccccc3N)ccc2O[C@H]1CN(C)S(=O)(=O)c1cccs1	-0.8	10.5	-35.9	.
CNC(=O)C[C@H]1CC[C@H]2[C@@H](COc3ccc(NC(=O)Nc4ccccc4OC)cc3C(=O)N2C)O1	-0.5	-3.6	9.3	-2.3
CCc1nc(N2[C@H](C#N)[C@H](c3ccccc3-c3ccccc3F)[C@@H]2CO)sc1C	4.4	0.9	-80.7*	.
C[C@@H]1CN([C@H](C)CO)C(=O)c2cccc(NS(=O)(=O)c3cn(C)cn3)c2O[C@@H]1CN(C)C(=O)Nc1ccc2c(c1)OCO2	0.9	.	17.7	-146.3
C[C@@H]1CN([C@@H](C)CO)C(=O)c2cc(C#Cc3ccccn3)cnc2O[C@@H]1CN(C)Cc1ccncc1	2.8	-1.1	32.3	44.6
O=C(C[C@H]1C[C@H]2c3cc(NS(=O)(=O)c4ccccc4)ccc3O[C@H]2[C@H](CO)O1)NCC(F)(F)F	1.1	-11.0	-18.0	-31.7
CC(=O)N(C)C[C@@H]1Oc2ncc(C#Cc3ccccc3)cc2C(=O)N([C@H](C)CO)C[C@H]1C	-3.0	-6.6	-16.5	65.6
C[C@@H]1CCCCO[C@H](CN(C)C(=O)c2ccncc2)[C@@H](C)CN([C@H](C)CO)C(=O)c2cc(NC(=O)CCC(F)(F)F)ccc2O1	0.0	-0.6	-11.5	49.7
COC(=O)C[C@H]1CC[C@H]2[C@@H](COc3ccc(NC(=O)NCc4ccccc4)cc3C(=O)N2C)O1	-1.1	3.2	44.2	.
C[C@H](CO)N1C[C@H](C)[C@H](CN(C)Cc2ccc(C(F)(F)F)cc2)Oc2c(NS(=O)(=O)c3ccc(F)cc3)cccc2C1=O	-0.1	-2.9	-19.1	68.2
C[C@@H]1CN([C@H](C)CO)C(=O)c2cc(NC(=O)CCCCCC(=O)Nc3ccccc3N)ccc2O[C@H]1CN(C)Cc1ccncc1	-1.0	-1.3	56.2	.
CO[C@@H]1CN(C)C(=O)c2cc(NC(=O)Nc3c(C)noc3C)ccc2OC[C@@H](C)N(CCC(F)(F)F)C[C@H]1C	-0.6	.	23.1	6.1
O=C(C[C@H]1C[C@H]2c3cc(NC(=O)C4CCOCC4)ccc3O[C@H]2[C@H](CO)O1)NCc1cccnc1	-1.7	-3.5	9.3	-103.5
CC(C)NC(=O)Nc1ccc2c(c1)CC(=O)N([C@@H](C)CO)C[C@H](C)[C@H](CN(C)Cc1ccccc1)O2	-0.7	3.7	14.3	78.0
Cc1ccc(-c2ccc([C@@H]3[C@@H](CO)N4CCCCN(C(=O)Nc5ccccc5)C[C@@H]34)cc2)cc1	-0.7	50.1	-13.5	109.6*
C[C@@H]1CN([C@H](C)CO)C(=O)c2cccc(NC(=O)Nc3ccc(F)cc3)c2O[C@H]1CN(C)S(C)(=O)=O	-0.8	-2.4	-1.2	15.7
CC(=O)N1CCCCN2[C@@H](CO)[C@H](c3ccc(-c4cccc(C)c4)cc3)[C@@H]2C1	-0.9	-0.6	25.3	93.3
N[C@@H]1CC[C@@H](CCn2cc(C3(O)CCCC3)nn2)O[C@H]1CO	11.1	-1.1	-16.8	66.9
O=C(C[C@@H]1C[C@H]2c3cc(NS(=O)(=O)c4ccc(F)cc4)ccc3O[C@H]2[C@@H](CO)O1)NCc1cccnc1	-0.4	-6.9	11.1	-15.4
C[C@@H]1CN([C@@H](C)CO)C(=O)c2cccc(NS(=O)(=O)c3cccs3)c2O[C@@H]1CN(C)C(=O)Nc1ccc(F)cc1	1.0	2.4	-15.1	46.7
C[C@@H]1CN([C@H](C)CO)C(=O)c2cccc(NC(=O)NC3CCCCC3)c2O[C@@H]1CN(C)Cc1ccc(C(F)(F)F)cc1	4.2	5.1	0.2	16.5
COc1ccc(NC(=O)N(C)C[C@@H]2OCc3ccccc3-c3ccccc3C(=O)N([C@@H](C)CO)C[C@H]2C)cc1	2.2	.	9.7	33.3
C[C@@H]1CCCCO[C@H](CN(C)C(=O)Nc2ccc3c(c2)OCO3)[C@@H](C)CN([C@H](C)CO)C(=O)c2cc(NC(=O)C3CCCCC3)ccc2O1	1.8	-2.5	-33.2	52.7
CNC(=O)C[C@@H]1CC[C@H]2[C@@H](COC[C@@H](O)CN2C(=O)c2ccc3c(c2)OCO3)O1	1.4	0.4&-2.5	12.0	.
C/C=C/c1ccc2c(c1)O[C@@H](CN(C)C(=O)CC)[C@H](C)CN([C@@H](C)CO)S2(=O)=O	1.2	0.7	15.6	-41.8
CCCN1C[C@H](C)[C@@H](OC)CN(C)C(=O)c2cc(NC(=O)c3cccc(OC)c3)ccc2OC[C@@H]1C	1.3	.	.	26.3
CC(C)NC(=O)N(C)C[C@H]1Oc2ncc(-c3ccccc3F)cc2C(=O)N([C@H](C)CO)C[C@H]1C	-1.0	-0.6	26.8	12.9
C[C@H](CO)N1C[C@H](C)[C@@H](CN(C)C(=O)CCC(F)(F)F)OCCCC[C@H](C)Oc2ccc(NS(=O)(=O)c3cccs3)cc2C1=O	4.8	-1.2	13.5	9.2
COc1ccc(CN2C[C@H](C)[C@@H](OC)CN(C)C(=O)c3ccc(NC(C)=O)cc3OC[C@@H]2C)cc1	-0.2	-4.6	-17.5	4.2
C[C@H]1CCCCO[C@H](CN(C)C(=O)C2CCCCC2)[C@@H](C)CN([C@@H](C)CO)C(=O)c2cc(NS(=O)(=O)c3cccs3)ccc2O1	-0.5	0.8	-29.0	35.9
C[C@@H]1CN([C@H](C)CO)C(=O)c2cccc(NC(=O)Nc3ccc(F)cc3)c2O[C@@H]1CN(C)Cc1ccc(-c2ccccc2)cc1	-2.4	67.3	-33.9	?
N#C[C@H]1[C@@H](c2ccccc2-c2ccc(F)cc2)[C@@H](CO)N1c1ncc(-c2ccccc2)s1	-6.3	4.6	12.7	.
COc1ccc(NC(=O)N(C)C[C@H]2OCc3cnnn3CCCC(=O)N([C@H](C)CO)C[C@@H]2C)c(OC)c1	3.3	-5.2	11.6	10.7
C[C@H](O)C#Cc1ccc([C@@H]2[C@H](CO)N3CCCCN(S(=O)(=O)c4ccccc4)C[C@@H]23)cc1	2.1	-12.1	-21.4	113.8*
C[C@H]1CN([C@@H](C)CO)C(=O)c2cc(NC(=O)Nc3ccc(C(F)(F)F)cc3)ccc2O[C@@H]1CN(C)Cc1ccc2c(c1)OCO2	3.2	0.9	-35.4	40.9
C[C@@H]1CN([C@H](C)CO)S(=O)(=O)c2ccc(C#Cc3cccc(F)c3)cc2O[C@H]1CN(C)C	.	13.8	-6.4	66.8
Cc1noc(C)c1NC(=O)Nc1ccc2c(c1)C(=O)N([C@@H](C)CO)C[C@H](C)[C@@H](CN(C)C(=O)Nc1ccc(F)cc1)OCCCC[C@H](C)O2	1.1	-3.7	-26.1	16.5
Cc1ccccc1S(=O)(=O)NCC[C@H]1CC[C@@H](NC(=O)C2CCCCC2)[C@H](CO)O1	-0.7	-0.9	8.9	-47.0
CC(=O)N1[C@@H](CO)[C@H](c2ccccc2)[C@@H]1CN(CC1CCC1)C(=O)CN(C)C	3.2	0.6	-18.1	83.2
O=C(Nc1ccc(F)cc1)N[C@H]1CC[C@H](CCn2cc(C3(O)CCCC3)nn2)O[C@@H]1CO	2.9	0.6	-25.8	31.1
COc1ccc(-c2ccccc2[C@@H]2[C@@H](C#N)N(C(=O)C3CC3)[C@H]2CO)cc1	-1.2	-8.7	4.3	.
C[C@H](CO)N1C[C@H](C)[C@@H](CN(C)S(=O)(=O)c2ccc(Oc3ccccc3)cc2)OCc2cn(nn2)CCCC1=O	-0.1	1.1	-10.7&-4.3	-1.9&-17.3
CO[C@@H](CN(C)C(=O)Nc1ccc(C(F)(F)F)cc1)[C@H](C)CN(Cc1ccccc1Cl)[C@H](C)CO	-0.5	.	-36.2	58.0
Cc1cccc(S(=O)(=O)N2CCCCN3[C@H](CO)[C@H](c4ccc(-c5cccnc5)cc4)[C@@H]3C2)c1	0.2	0.9	-19.3	24.0
COc1ccc(NC(=O)N(C)C[C@@H]2Oc3ccc(NC(=O)Cn4cnnn4)cc3CC(=O)N([C@@H](C)CO)C[C@H]2C)cc1	1.8	-10.0	14.6	35.7

The list continues.
smiles	GASC1 inh	C diff growth	Pf Dd2 inh	T cruzi growth
CCC(=O)N(C)C[C@H]1Oc2ncc(C#Cc3ccncc3)cc2C(=O)N([C@@H](C)CO)C[C@@H]1C	5.5	3.6&0.7	22.5&49.5	16.8&20.4
C/C=C/c1ccc(C2[C@H]3CNC[C@@H]2N3Cc2ccc(OC)cc2)cc1 (some centres not stated)	-0.1	-6.4	25.2	.
COc1ccc(S(=O)(=O)N[C@@H]2CC[C@@H](CCNC(=O)Cc3ccccn3)O[C@@H]2CO)cc1	-0.3	.	26.9	-27.6
C[C@H](CO)N1C[C@H](C)[C@H](CN(C)Cc2ccccc2)Oc2c(NS(C)(=O)=O)cccc2C1=O	0.0	0.9	-34.5	17.7
C[C@H]1CN([C@@H](C)CO)C(=O)c2cccc(N(C)C)c2O[C@@H]1CN(C)S(=O)(=O)c1ccccc1	6.6	-0.1	1.4	22.0

Taken from above:
For T cruzi growth, `COc1ccc(S(=O)(=O)N[C@@H]2CC[C@@H](CCNC(=O)Cc3ccccn3)O[C@@H]2CO)cc1` has the entry -27.6
For Pf Dd2 inh, `C[C@H]1CN([C@@H](C)CO)C(=O)c2cccc(N(C)C)c2O[C@@H]1CN(C)S(=O)(=O)c1ccccc1` has the entry 1.4
